Screening data from PubChem BioAssay.
OX1R antag-1: antagonists of human orexin 1 receptor (OX1R); AID 485270, 2010; OX1R-expressing cells, FRET antagonist read-out; hit rate 1.8% among 330,000; inhibition, % at 6.6 µM; in the data active means inhibition mostly above about 38%, no sharp cut-off; inactive means mostly below about 40%;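 further: 0% = agonist challenge alone and 100% = reference antagonist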
Target sequence (O43613 whole entry, looked up): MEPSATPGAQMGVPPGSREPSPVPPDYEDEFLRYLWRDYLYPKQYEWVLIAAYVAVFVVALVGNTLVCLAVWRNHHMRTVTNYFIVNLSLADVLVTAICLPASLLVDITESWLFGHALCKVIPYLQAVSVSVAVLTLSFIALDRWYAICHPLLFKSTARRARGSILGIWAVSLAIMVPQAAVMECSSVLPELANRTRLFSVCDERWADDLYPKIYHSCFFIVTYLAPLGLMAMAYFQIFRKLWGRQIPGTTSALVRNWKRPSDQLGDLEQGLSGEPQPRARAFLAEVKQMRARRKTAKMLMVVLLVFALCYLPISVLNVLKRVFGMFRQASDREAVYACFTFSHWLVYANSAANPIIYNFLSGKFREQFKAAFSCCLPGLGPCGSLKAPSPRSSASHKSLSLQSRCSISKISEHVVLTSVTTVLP
CHT PAM: CHT positive allosteric modulators, primary screen, cell-based, membrane potential dye, choline EC20; CHT-expressing cells; stronger effect = higher value; LV-AA mutant CHT in HEK293 cells; B-score at 10 µM; hit rate 0.49% among 310,000; AID 488977, 2010;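 active means initial fluorescence not abnormally high and integrated response B-score, plate-corrected, over 3 SD above library mean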
Target sequence (Q9GZV3 whole entry, looked up): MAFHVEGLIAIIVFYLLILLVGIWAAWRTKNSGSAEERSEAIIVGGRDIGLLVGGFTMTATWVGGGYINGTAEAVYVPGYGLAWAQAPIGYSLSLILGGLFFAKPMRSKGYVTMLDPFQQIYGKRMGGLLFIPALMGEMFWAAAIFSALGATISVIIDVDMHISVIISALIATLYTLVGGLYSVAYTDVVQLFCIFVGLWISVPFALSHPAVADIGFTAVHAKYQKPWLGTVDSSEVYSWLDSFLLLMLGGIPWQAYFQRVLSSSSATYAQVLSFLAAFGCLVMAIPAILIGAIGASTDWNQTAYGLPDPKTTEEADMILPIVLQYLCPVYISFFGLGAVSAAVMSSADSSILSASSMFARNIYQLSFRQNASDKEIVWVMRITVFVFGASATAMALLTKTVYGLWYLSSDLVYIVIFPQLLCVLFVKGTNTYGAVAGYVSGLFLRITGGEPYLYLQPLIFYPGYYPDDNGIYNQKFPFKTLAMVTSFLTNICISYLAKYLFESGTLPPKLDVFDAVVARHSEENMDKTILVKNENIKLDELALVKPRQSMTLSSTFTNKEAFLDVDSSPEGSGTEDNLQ
OX1R antag-2: OX1R (HCRTR1) antagonists, primary screen, fluorescence, CHO/OX1R cells, Fluo-8 calcium, orexin A; Orexin/Hypocretin receptor type 1 (Homo sapiens), O43613; inhibition, % at 5 µM; AID 434989, 2010; hit rate 0.43% among 330,000; Fluo-8 calcium fluorescence;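 active means inhibition above its plate's threshold, mean inhibition of all tested compounds on the plate plus 3 SD, cut at about 37% in these data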;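 further: 0% = orexin A challenge wells and 100% = SB-334867-A antagonist wells; not every result past the cut was called active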
Starred values were filed as active, the others as inactive; i = inactive; . = not tested or not shown.

SMILES	OX1R antag-1	CHT PAM	OX1R antag-2
COc1cc(C)c(Cl)cc1S(=O)(=O)n1ccnc1	16	i	-4
COC(=O)Cn1c(=NC(=O)CSCC(=O)Nc2cc(C)on2)sc2cc(C(=O)OC)ccc21	9	i	-22
C#Cc1ccc([C@@H]2C=C(C(=O)NC3CC3)O[C@H](OCc3ccc(CO)cc3)C2)cc1	17	i	-23
C=CCOc1ccc(C2/C(=C(/O)c3ccc4c(c3)CC(C)O4)C(=O)C(=O)N2CCCN2CCOCC2)cc1 (centres undefined)	7	i	-23
S=c1sc2c(N3CCN(Cc4ccccc4)CC3)ncnc2n1-c1ccccc1	5	i	-3
CCOc1cnc(-c2ccc(OC)cc2)o1	16	i	-15
COc1ccc2[nH]cc(/C=C/C(=O)c3ccccc3)c2c1	59*	i	34
COc1ccc(C(=O)OCC(=O)NCCN2C(=O)CSC2=O)cc1	7	i	10
Cc1ccc(OCCCN(C)C)c(Br)c1	8	i	-5
COc1ccc(/C=N/Nc2nc(Nc3ccccc3)nc(N3CCCCC3)n2)c(OC)c1	12	i	-32
Cc1cc(C)c(C(N)=O)c(NC(=O)Nc2ccccc2)n1	9	i	-4
CCN(C(=O)CSc1nc(N)cc(=O)[nH]1)C1CCS(=O)(=O)C1 (centres undefined)	3	.	-4
COc1ccc(CC/C(C)=N\NC(N)=O)cc1	-3	i	-2
COc1ccc(F)cc1S(=O)(=O)n1cc(C)nc1-c1ccccc1	17	i	-14
COc1ccc(C(=O)OCC(O)COC(=O)c2ccc(OC)cc2)cc1	15	i	-11
NC(=O)CSc1nnc(-c2ccoc2)o1	11	i	-8
O=C1NN(c2ccccc2)C(=O)/C1=C/c1ccc(Sc2cccc3ccccc23)o1	9	i	-2
CC(=O)Nc1ccc2c(c1)nc(CCNC(=O)c1ccco1)n2C	4	i	17
Cc1ccc(/C=N/NC(=O)c2cc(C)oc2C)cc1	3	i	-2
Cc1cccc(NS(=O)(=O)c2cc3c(cc2C)NC(=O)CO3)c1	8	i	-5
O=C(OCc1nnc(-c2ccc(Cl)cc2)o1)c1ccncc1	5	i	-29
Cc1ccc(S(=O)(=O)NCC(=O)NCC(=O)NCCc2ccccc2F)cc1C	4	.	3
COc1cc(/C=C/C(=O)NC(=O)c2ccccc2O)ccc1O	67*	i	-16
COCc1cc(C)n(CC(=O)OC)c(=O)c1C#N	9	i	-10
Cc1noc(C)c1S(=O)(=O)Nc1ccc2c(c1)C(=O)N([C@H](C)CO)C[C@@H](C)[C@@H](CN(C)Cc1ccc3c(c1)OCO3)O2	3	.	-18

One compound at a time, as listed above. Values in the order: OX1R antag-1	CHT PAM	OX1R antag-2
CC(=O)Nc1ccc2c(c1)nc(CCNC(=O)c1ccco1)n2C in the list: 4	i	17
Cc1ccc(OCCCN(C)C)c(Br)c1 in the list: 8	i	-5

Remaining list, next part:
SMILES	OX1R antag-1	CHT PAM	OX1R antag-2
CCOCCCNC(=O)C(NC(=O)c1ccc(NC(C)=O)cc1)c1ccc(Cl)cc1 (centres undefined)	12	i	-14
CCN1CCN(C(=O)COCc2cc(-c3ccc4c(c3)OCO4)on2)CC1	19	i	-3
Cc1cc(C)nc(NS(=O)(=O)c2ccc(NC(=O)C(C)C)cc2)n1	-1	i	-26
Cc1c(C=O)c2ccccc2n1CCOc1ccccc1F	15	i	0
Cc1cccc(OCCCCn2c(CO)nc3ccccc32)c1	6	i	-23
O=C(CNc1cccc(S(=O)(=O)N2CCOCC2)c1)Nc1cccc(Br)c1	20	i	-10
Nc1cc(F)ccc1N1CCCCCC1	11	i	-16
Cc1ccc(NC(=O)CCn2nc([N+](=O)[O-])cc2C)nc1	4	i	-3
COC(=O)C(CCCN1C(=O)c2ccccc2C1=O)(NC(C)=O)c1nn[nH]n1 (centres undefined)	12	i	-14
COc1ccc(S(=O)(=O)N2CCCC2C(=O)NCc2ccccc2Cl)cc1 (centres undefined)	11	i	-32
O=C(CN1C(=O)CNC1=O)Nc1ccc(Cl)cc1	9	i	-8
Cc1ccccc1-c1ccc(Nc2ccc(N3CCOCC3)cc2)nn1	-4	i	-25
CC(=O)N1CCC(C(=O)NCCOc2cccc(C)c2)CC1	8	i	-6
COC(=O)C(C)Sc1nnc(SC(C)C(=O)OC)s1 (centres undefined)	6	i	-2
COc1ccc(NC(=O)c2c3c(nc4ccccc24)CCC3)cc1S(=O)(=O)N1CCOCC1	17	i	-2
CCC1(c2ccc(F)cc2)NC(=O)N(CC(=O)c2cc(C)n(C3CC3)c2C)C1=O (centres undefined)	-2	i	7
CC(Sc1nnc2n1CCCCC2)C(=O)Nc1ccccc1[N+](=O)[O-] (centres undefined)	17	.	-4
Cc1ccc(C(C)c2c(C)c([N+](=O)[O-])cc(C)c2[N+](=O)[O-])cn1 (centres undefined)	-6	i	-30
CC(=O)c1ccc(OC(C)C)c(CSc2nc(O)cc(=O)[nH]2)c1	10	i	-16
S=c1[nH]nc(-c2ccncc2)n1/N=C/c1cn(-c2ccccc2)nc1-c1ccccc1	52*	i	-59
O=C1C(=O)N(CCCN2CCOCC2)C(c2ccc(Cl)cc2)/C1=C(\O)c1ccc2c(c1)OCCO2 (centres undefined)	16	i	-22
O=C(CS(=O)(=O)c1cn(CC(=O)N2CCOCC2)c2ccccc12)Nc1ccccc1F	23	i	-16
CCOc1cc(S(=O)(=O)n2nc(C)cc2C)ccc1F	16	i	-25
O=S(=O)(c1ccc(Cl)nc1)N1CCCc2ccccc21	14	i	-25
COc1cc(/C=C2\SC(c3ccc(C)cc3)=NC2=O)cc(OC)c1OC	5	i	-12
(further entries)
SMILES	OX1R antag-1	CHT PAM	OX1R antag-2
CCC(C)(C(=O)NC1CCCC1)N(Cc1cccs1)C(C)=O (centres undefined)	17	i	-18
CC(C)C(NC(=O)Cc1ccccc1)C(=O)N1CCN(c2cccc(Cl)c2)CC1 (centres undefined)	22	.	41*
Cc1ccc(N2CS(=O)(=O)/C(=C/N(C)C)C2=O)cc1	3	i	-13
N#CC1=C(N)OC(c2ccccc2)=C(C#N)C1c1ccc2c(c1)OCO2 (centres undefined)	12	i	-7
Cc1ccc(-c2cc(C(=O)NCCCN3CCOCC3)c3ccccc3n2)cc1	17	i	-39
O=C(/C=C/c1ccco1)N1CCc2ccccc21	7	i	-27
O=C1c2ccc(-c3ccc(F)cc3OCc3ccccc3)cc2S(=O)(=O)c2cccc(C(=O)N3CCCC3)c21	12	.	-10
CN1C(=O)/C(=C/c2ccco2)SC1=Nc1cccc(C(=O)O)c1	62	i	-8
COc1ccc(-n2c(-c3ccc(Br)cc3)c[n+]3c2CCC3)cc1	10	i	-25
OCC1CCCCN1CC(O)COC(c1ccc(F)cc1)c1ccc(F)cc1 (centres undefined)	7	i	-21
NC(=O)c1ccc(-n2nnnc2SCC(=O)Nc2ccccc2F)cc1	2	i	-8
O=C(Nc1ccc(C(=O)N2CCCCC2)cc1)C1CCCCC1	20	i	-7
O=c1[nH]c(CNCc2cccnc2)nc2ccccc12	29	i	-25
COc1ccccc1N=Cc1c(O)c2ccccc2oc1=O	15	i	-32
COc1ccc(-n2nc(C(=O)NCC(=O)Nc3cc(OC)c(OC)c(OC)c3)c3ccccc3c2=O)cc1OC	-2	i	-29
CC1CCN(S(=O)(=O)c2cccc(-c3cn4cc(Cl)ccc4n3)c2)CC1	-1	i	-18
O=C(CC1SC(N2CCCC2)=NC1=O)Nc1ccc(C(=O)N2CCCC(C(F)(F)F)C2)cc1 (centres undefined)	-1	i	-18
CC(NC(=O)/C=C/c1ccccc1[N+](=O)[O-])C1CC2CCC1C2 (centres undefined)	45	i	-38
COc1ccc(C(=O)Nc2ccc(S(=O)(=O)N3CCCCC3)cc2)cc1	19	i	-17
O=C(c1ccc(F)cc1)C1CCN(C(=O)NC2CCCCC2)CC1	13	i	-30
CCOCCCNC(=S)N(Cc1ccco1)Cc1cc2cc3c(cc2[nH]c1=O)OCCO3	26	i	-26
Cc1c(OCC(=O)NCCCn2ccnc2)ccc2c3c(c(=O)oc12)CCC3	4	i	-22
COc1ccc(N(C)S(=O)(=O)c2cccc3cccnc23)c(OC)c1	22	i	-9
COc1ccc(N=CC2=C(O)CC(C)(C)CC2=O)cc1	30	i	-23
COc1ccc(C)cc1Nc1n[n+](C)c(-c2ccc(O)cc2O)s1	22	i	-4

Structures shown so far that have a furan ring, fused or not (7):
SMILES	OX1R antag-1	CHT PAM	OX1R antag-2
NC(=O)CSc1nnc(-c2ccoc2)o1	11	i	-8
O=C1NN(c2ccccc2)C(=O)/C1=C/c1ccc(Sc2cccc3ccccc23)o1	9	i	-2
CC(=O)Nc1ccc2c(c1)nc(CCNC(=O)c1ccco1)n2C	4	i	17
Cc1ccc(/C=N/NC(=O)c2cc(C)oc2C)cc1	3	i	-2
O=C(/C=C/c1ccco1)N1CCc2ccccc21	7	i	-27
CN1C(=O)/C(=C/c2ccco2)SC1=Nc1cccc(C(=O)O)c1	62	i	-8
CCOCCCNC(=S)N(Cc1ccco1)Cc1cc2cc3c(cc2[nH]c1=O)OCCO3	26	i	-26

5 entries drawn at random from those above, as already listed:
SMILES	OX1R antag-1	CHT PAM	OX1R antag-2
COc1ccc(C(=O)Nc2ccc(S(=O)(=O)N3CCCCC3)cc2)cc1	19	i	-17
O=C(c1ccc(F)cc1)C1CCN(C(=O)NC2CCCCC2)CC1	13	i	-30
COc1ccc(C)cc1Nc1n[n+](C)c(-c2ccc(O)cc2O)s1	22	i	-4
NC(=O)c1ccc(-n2nnnc2SCC(=O)Nc2ccccc2F)cc1	2	i	-8
Cc1ccc(N2CS(=O)(=O)/C(=C/N(C)C)C2=O)cc1	3	i	-13

More entries:
SMILES	OX1R antag-1	CHT PAM	OX1R antag-2
O=C1C2CCCN2C(=O)N1CCCCN1CCN(c2cccc(C(F)(F)F)c2)CC1 (centres undefined)	5	i	-15
CCc1ccc(NC(=O)CSc2nnc(CNC(=O)c3ccc(OC)cc3)o2)cc1	8	i	-16
CN(C)/C=C(\C#N)C(=O)Nc1ccc(F)c(Cl)c1	9	i	8
O=C(COC(=O)C12CC3CC(CC(C3)C1)C2)NC12CC3CC(CC(C3)C1)C2	5	i	-27
COc1ccc(Cl)cc1NS(=O)(=O)c1cccc(C(=O)NCC(c2ccco2)N2CCCC2)c1 (centres undefined)	10	i	-5
CN1CCN(S(=O)(=O)c2cccc(C(=O)Nc3ccccc3N3CCCCC3)c2)CC1	12	i	-25
COc1ccc2cc(CN(Cc3ccco3)C(=S)NCC3CCCO3)c(=O)[nH]c2c1 (centres undefined)	13	i	-30
Cc1cccc(Sc2c(C=O)c3ccccc3n2C)c1	-7	i	-4
COc1ccc(C(=O)OCC(=O)N(C)C2CCS(=O)(=O)C2)cc1S(=O)(=O)N(C)Cc1ccccc1 (centres undefined)	17	i	-23
O=C(Nc1ccccc1C(=O)O)/C(=C/c1ccc([N+](=O)[O-])cc1)NC(=O)c1ccc(Br)o1	40	i	-6
O=C(CSC1CCCCC1)Nc1ccccc1Br	19	i	-18
CN1CCN(S(=O)(=O)c2ccc3[nH]cc(C(=O)O)c(=O)c3c2)CC1	11	i	-12
COc1ccc(-n2ncc3c2CC(C)(C)CC3NC(=O)CCc2c(C)noc2C)cc1 (centres undefined)	10	i	-33
CC(=O)Cn1c(CN2CCN(C(=O)c3ccco3)CC2)nc2c1c(=O)n(C)c(=O)n2C	8	i	-1
CCOc1ccc(S(=O)(=O)Nc2ccc(C(=O)N3CCCC3)cc2)cc1C(N)=O	8	i	-28
CCc1ccc(OCC(=O)N2CCN(c3ccccc3F)CC2)cc1	6	i	-24
COc1ccc(-c2n[nH]c(=S)n2-c2ccc3c(c2)OCCO3)cc1	5	i	-27
FC(F)(F)c1cnc(NNC(=S)Nc2ccccc2Cl)c(Cl)c1	30	i	1
CC1Cc2cc(/C(O)=C3/C(=O)C(=O)N(CCCn4ccnc4)C3c3ccc(F)cc3)ccc2O1 (centres undefined)	11	i	-11
COc1ccc(NC(=S)NCCc2c[nH]c3ccccc23)cc1	13	i	-5
CC(=O)Nc1cc(C(=O)O)ccc1S(=O)(=O)c1ccc(Cl)cc1	-1	i	-27
Cc1cccc(NC(=S)NC(=O)c2ccco2)n1	6	i	-6
Cc1cc(C(=O)NNC(=O)c2ccc(C(F)(F)F)cc2)no1	0	i	3
COC(=O)COc1ccc(S(=O)(=O)NCCC2=CCCCC2)cc1Cl	17	i	-10
O=C(COC(=O)c1cccnc1Cl)NCc1ccc(F)cc1	0	.	-5
New compounds follow
SMILES	OX1R antag-1	CHT PAM	OX1R antag-2
CCCOP(=O)(OCCC)C(Nc1ccc(C(=O)O)cc1)c1ccccc1 (centres undefined)	12	i	5
COc1ccc(CC(=O)OCC(=O)Nc2ccc(OC(F)F)cc2)cc1OC	8	.	4
CCC(=O)Nc1ccc(-c2csc(NNC(C)=O)n2)cc1	16	i	-18
O=C(CN1CCc2ccccc2C1)Nc1ccccc1C(F)(F)F	4	i	1
O=C(Nc1ccccc1Oc1ccccc1)c1cc([N+](=O)[O-])ccc1Cl	28	i	-51
Cc1ccc(N2CC(C(=O)Nc3cccc(F)c3)CC2=O)cc1 (centres undefined)	31	i	2

Looked up above:
For OX1R antag-2, CCC(=O)Nc1ccc(-c2csc(NNC(C)=O)n2)cc1 is listed with -18
For OX1R antag-1, COc1ccc(CC(=O)OCC(=O)Nc2ccc(OC(F)F)cc2)cc1OC is listed with 8
For OX1R antag-2, Cc1ccc(N2CC(C(=O)Nc3cccc(F)c3)CC2=O)cc1 (centres undefined) is listed with 2
For OX1R antag-2, CCCOP(=O)(OCCC)C(Nc1ccc(C(=O)O)cc1)c1ccccc1 (centres undefined) is listed with 5
